Screens: PubChem BioAssay, Sanford-Burnham Center for Chemical Genomics
A3G deaminase: inhibitors of human APOBEC3G DNA deaminase. AID 493012. 0.28% of 330,000 active. recombinant A3G, ssDNA deamination FAM/TAMRA fluorescence. Q9HC16. inhibition, % at 20 µM;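 active means inhibition of at least 40% at 20 µM, with no more than 30% in the related APOBEC3A deaminase screen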;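 further: plate controls were DMSO wells with A3G for no effect and wells lacking A3G enzyme for full effect; some compounds called inactive have numbers as strong as hits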
Target sequence (Q9HC16 whole entry, looked up): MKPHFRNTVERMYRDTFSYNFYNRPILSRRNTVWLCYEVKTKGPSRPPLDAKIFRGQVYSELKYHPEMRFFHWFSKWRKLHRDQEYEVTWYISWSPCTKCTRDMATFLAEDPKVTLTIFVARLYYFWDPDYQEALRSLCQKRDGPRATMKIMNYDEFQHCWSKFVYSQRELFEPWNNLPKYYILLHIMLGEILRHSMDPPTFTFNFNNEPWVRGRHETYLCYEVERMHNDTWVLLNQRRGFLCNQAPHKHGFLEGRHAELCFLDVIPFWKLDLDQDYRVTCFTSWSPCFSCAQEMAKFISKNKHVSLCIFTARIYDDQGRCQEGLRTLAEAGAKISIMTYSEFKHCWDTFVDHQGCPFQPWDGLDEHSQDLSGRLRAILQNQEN
NR3A LBD binder: modulators (binders) of human NR3A ligand-binding domain. NR3A LBD differential scanning fluorimetry, Tm shift; 0% = protein alone, 100% = glycine-bound protein. Tm shift relative to glycine control, % at 25 µM. 2.5% of 340,000 active;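 active means melting temperature shift of at least 10% of the positive control shift, at one fixed dose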
mIAP inh: blocks mouse intestinal alkaline phosphatase; purified mouse IAP, CDP-Star luminescence, 30 min; inhibition, % at 10 µM; 0.2% of 330,000 active;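 active means inhibition of at least 40% at 10 µM in the primary screen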;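 further: plate controls were DMSO with enzyme for no effect and no enzyme wells for full effect; values of inactives mirror those of a sister screen read the other way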
MPTP inh: blocks calcium-induced mitochondrial swelling | inhibition, % at 10 µM | AID 602449 | 1.4% of 360,000 active | isolated mouse mitochondria, Ca2+ swelling absorbance, 30 min;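 active means inhibition of 50% or more, scaled per plate between neutral and stimulator controls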;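 further: 0% = DMSO wells given calcium and 100% = 1 mM EGTA wells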
beta cell repl: inducers of beta-cell replication in MIN6 cells | MIN6 cells proliferation, ATPlite luminescence, 48 h; cells starved in 0.2% serum; 100% = growth in 10% serum | proliferation, % at 10 µM | 0.29% of 330,000 active;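 active means compounds whose signal lies at least 3.5 SD above the mean of all wells on their plate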;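 further: 0% = DMSO-treated cells in low-serum medium and 100% = 10% serum control; some compounds called inactive have numbers as strong as hits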
hIAP act: increases human intestinal alkaline phosphatase activity | activation factor at 10 µM | AID 2524 | 0.16% of 330,000 active | purified human IAP, CDP-Star luminescence, 30 min; active compounds read high; 1 = vehicle-only enzyme, 0 = enzyme-free background | P09923;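 active means activation factor of the enzyme at least 2-fold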; further: the source names both 10 and 20 µM as test concentration; values of inactives mirror those of a sister screen read the other way
Target sequence (P09923 whole entry, looked up): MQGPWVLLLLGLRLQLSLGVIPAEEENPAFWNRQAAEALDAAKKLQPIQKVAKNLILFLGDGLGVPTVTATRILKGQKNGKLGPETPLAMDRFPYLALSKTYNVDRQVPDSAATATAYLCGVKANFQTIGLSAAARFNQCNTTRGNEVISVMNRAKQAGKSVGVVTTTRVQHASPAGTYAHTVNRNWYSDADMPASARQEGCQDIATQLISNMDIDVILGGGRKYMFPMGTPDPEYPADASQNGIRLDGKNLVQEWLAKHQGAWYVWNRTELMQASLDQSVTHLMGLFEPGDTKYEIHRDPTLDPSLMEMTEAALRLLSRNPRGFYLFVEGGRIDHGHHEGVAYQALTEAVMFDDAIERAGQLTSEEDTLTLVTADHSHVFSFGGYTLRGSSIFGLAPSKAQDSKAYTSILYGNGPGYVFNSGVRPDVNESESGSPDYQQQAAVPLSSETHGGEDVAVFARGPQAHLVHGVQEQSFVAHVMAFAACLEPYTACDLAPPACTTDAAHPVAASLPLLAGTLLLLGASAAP
A3A deaminase: blocks human APOBEC3A ssDNA deamination | AID 493011 | 0.41% of 330,000 active | inhibition, % at 20 µM | recombinant A3A, FAM/TAMRA ssDNA deamination fluorescence;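 active means at least 40% inhibition at 20 µM here, with at most 30% in a related deaminase screen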;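 further: plate controls were A3A with DMSO for no effect and wells lacking A3A enzyme for full effect; some results filed as inactive read as strong as hits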
Target sequence (P31941 whole entry, looked up): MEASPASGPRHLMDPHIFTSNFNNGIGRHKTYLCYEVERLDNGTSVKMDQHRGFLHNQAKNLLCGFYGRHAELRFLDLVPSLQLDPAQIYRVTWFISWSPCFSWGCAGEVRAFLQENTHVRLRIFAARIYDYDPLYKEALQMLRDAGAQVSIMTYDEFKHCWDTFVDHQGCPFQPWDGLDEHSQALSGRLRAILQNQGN
mIAP activ: mouse IAP activation. activation factor at 10 µM. 0.24% of 330,000 active. muIAP, CDP-Star luminescence, 30 min; active compounds read high; 1 = vehicle-only enzyme signal, 0 = enzyme-free wells;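 active means activation factor of at least 2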; further: the source names both 10 and 20 µM as test concentration; values of inactives mirror those of a sister screen read the other way
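Assay system: mouse IAP enzyme; Reagent: CDP-Star chemiluminescent phosphatase substrate; Compound: DMSO-dissolved test compounds; Incubation: 30 min, room temperature; Technique: luminescence from enzymatic CDP-Star hydrolysis; Controls: DMSO-only wells and no-enzyme negative control.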
hIAP block: human IAP inhibition | purified IAP, CDP-Star luminescence, 30 min | 0.12% of 330,000 active | inhibition, % at 10 µM;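 active means inhibition reaching a set limit with compound at 10 µM in the primary screen, cut at about 35% in these data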;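 further: plate controls were DMSO wells with enzyme for no effect and no-enzyme buffer wells for full effect; values of inactives mirror those of a sister screen read the other way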
An asterisk follows results filed as active; . = not tested or not shown.

Each structure is followed by: A3A deaminase, hIAP act, hIAP block, mIAP inh, A3G deaminase, beta cell repl, NR3A LBD binder, mIAP activ, MPTP inh
1) CCOc1ccccc1C(=O)NCC(=O)NC(C)c1ccc(-n2ccnc2)cc1 (stereo unspecified)
    -2, 1.3, -27, -8, -7, 2, 1, 1.1, 1.2
2) Cc1c(C(=O)NC(C)c2ccccc2)c(-c2ccccc2)nn1-c1ccccc1 (stereo unspecified)
    -3, 1.2, -24, -4, -10, -1, -3, 1, -1.2
3) CCN(c1ccccc1)S(=O)(=O)c1cccc(C(=O)NCc2ccccn2)c1
    -1, 1.1, -8, -2, -7, -3, 2, 1, -0.9
4) CCN(CC(=O)Nc1ccccc1OC)C(=O)c1cc(S(=O)(=O)N2CCCCCC2)ccc1OC
    -2, 1, 0, 11, -8, -2, 0, 0.89, -1.3
5) Cc1ccc(C)c(NC(=O)CN(C)C(=O)C2=NNC(=O)CC2)c1
    26, 0.95, 5, 15, -3, -2, 0, 0.85, 1.4
6) CCOC(=O)c1sc(N/N=C/c2ccc(N(C)C)cc2)nc1C
    -6, 1.2, -16, 9, -12, -2, -4, 0.91, 2.4
7) COCCNC(=O)CSc1ncnc2sccc12
    0, 0.88, 12, 4, -3, -3, 3, 0.95, 0.3
8) CCN(CC(=O)Nc1ccc(Cl)c(S(=O)(=O)N(C)C)c1)CC(=O)NC(C)C
    -3, 1.1, -9, -7, -5, -4, -1, 1.1, -2.2
9) O=C(O)c1cccc(S(=O)(=O)N2CC=C(c3ccccc3)CC2)c1
    -1, 0.97, 3, -8, -3, 0, 2, 1.1, -2.1
10) CCc1cc(SC#N)cc(C)c1N
    -2, 1.1, -9, -6, -5, -3, 1, 1.1, 1.5
11) O=C(O)COc1ccccc1/C=C1\SC(=Nc2ccc(F)cc2)N(c2ccc(F)cc2)C1=O
    -1, 0.85, 15, 9, -9, -3, 0, 0.91, 4.3
12) CCOC(=O)C1(Cc2ccc(OC)cc2)CCN(C(=O)c2csc(C)n2)CC1
    0, 0.96, 4, -3, -4, -5, -3, 1, -1.2
13) O=C(Cc1ccccc1)NC(=S)Nc1ccc(OC(F)F)cc1
    -2, 1.1, -6, 0, -1, -3, -12, 1, 0.3
14) COCCCNC(=O)C1CCCN(S(C)(=O)=O)C1 (stereo unspecified)
    2, 0.95, 5, 1, -8, -1, -3, 0.99, -2.1
15) CCOc1ccc(OCC)c(NC(=O)C2CCCN(S(=O)(=O)c3c(C)noc3C)C2)c1 (stereo unspecified)
    1, 1.2, -16, 7, -1, 2, 1, 0.93, -2.0
16) Cc1ccc2c(c1)cc(C(=O)N1CCN(c3ccccn3)CC1)n2C
    0, 1.6, -59, 6, -2, 3, 1, 0.94, 0.1
17) Nc1nc(SCC(=O)Nc2ccccc2Oc2ccccc2)n[nH]1
    -2, 0.93, 7, 14, -5, 0, 1, 0.86, 0.7
18) CCn1nc(C)c(Oc2ccccc2O)c1C
    -2, 1, -4, -1, -2, -4, 4, 1, 7.0
19) Cc1ccc(Cn2nnc3c(=O)[nH]c(C4CCN(S(=O)(=O)c5ccc(S(=O)(=O)NC6CC6)cc5)CC4)nc32)cc1
    2, 0.92, 8, 4, -1, 0, 9, 0.96, 0.0
20) CCOc1ccc2nc(Cl)c(CN(C(C)=O)C3CCCCC3)cc2c1
    -4, 1.1, -6, -3, -4, -3, -4, 1, 0.5
21) CN(CC(=O)NCCc1ccc(S(N)(=O)=O)cc1)CC(=O)Nc1ccc(Cl)cc1
    7, 0.95, 4, -2, -5, 4, 2, 1, 0.2
22) CS(=O)(=O)N1CCN(C(=O)NC23CC4CC(CC(C4)C2)C3)CC1
    0, 1.1, -13, 17, -5, 2, -1, 0.83, 0.8
23) COc1cccc(-c2nnc(SCCOc3ccc4c(C)cc(=O)oc4c3)o2)c1
    -3, 0.98, 2, 1, 4, -1, 1, 0.99, -3.9
24) CCCN(Cc1cc2cccc(C)c2[nH]c1=O)C(=O)c1cccc(OC)c1
    -4, 0.98, 2, 4, -3, -1, 1, 0.96, 7.0
25) O=S(=O)(Nc1cccc(-c2nnco2)c1)c1ccc(Cl)cc1
    2, 0.99, 1, -7, -2, 0, 1, 1.1, 2.2
26) Cc1ccc(C)c(S(=O)(=O)N2CCCOC2CNC(=O)C(=O)NCCc2ccco2)c1 (stereo unspecified)
    -4, 1.2, -20, 0, -9, -2, 2, 1, -1.1
27) CCCCc1c(O)nc(SCC(=O)O)[nH]c1=O
    -4, 1, -5, -4, -9, -2, 0, 1, 0.0
28) COc1ccccc1/C=C/C=N/N1CCN(Cc2ccc(Cl)cc2)CC1
    -3, 0.8, 20, 10, -11, -5, 1, 0.9, 0.9
29) Cc1cc(C(=O)N/N=C/c2c3ccccc3cc3ccccc23)n[nH]1
    -2, 1.7, -65, 18, -6, 0, -2, 0.82, 1.6
30) COc1ccc(N(C(=O)CNC(=O)c2ccco2)C(C(=O)NCC2CCCO2)c2ccccc2)cc1Cl (stereo unspecified)
    -4, 1.2, -15, 4, -11, -4, -1, 0.96, -2.5
31) Cc1ccc(N2CC(C(=O)Nc3nnc(SCC(=O)Nc4cc(C)on4)s3)CC2=O)cc1 (stereo unspecified)
    -3, 0.93, 8, -5, -10, 2, -6, 1.1, -0.1
32) COc1cccc(C(=O)Nc2ccc(C(=O)c3ccncc3)cc2)c1
    -2, 1.1, -8, 10, -4, -3, 1, 0.9, -0.6
33) O=[N+]([O-])c1ccc(C(O)CSC(=S)N2CCCCC2)cc1 (stereo unspecified)
    -6, 1, -3, 4, -8, 2, 1, 0.96, 1.1
34) O=C(c1ccccc1NS(=O)(=O)c1cccc([N+](=O)[O-])c1)N1CCOCC1
    -1, 1.1, -8, 3, -2, -1, 0, 0.97, -0.8
35) CN(C)c1ccc(/C=N/NC(=O)CN2CCN(c3ccc(F)cc3)CC2)cc1
    -3, 0.93, 8, 6, -7, -2, ., 0.94, .
36) Cc1ccc(C(=O)Nc2nccc(C)n2)cc1
    -9, 0.86, 14, -7, -7, -1, 0, 1.1, -3.1
37) CCOC(=O)c1c(C)[nH]c(C(=O)C(C)OC(=O)c2cnc(C)cn2)c1C (stereo unspecified)
    -5, 0.94, 6, 5, -6, -2, -2, 0.95, 1.1
38) Cc1[nH]c(C)c(S(=O)(=O)N2CCN(c3cccc(Cl)c3)CC2)c1C(=O)N1CCCC1
    -1, 0.84, 16, 2, -3, 0, -1, 0.98, -0.6
39) Fc1c(F)c(F)c(CSc2nc3ccccc3[nH]2)c(F)c1F
    0, 0.85, 14, 5, -4, -3, -1, 0.95, 32
40) O=C(COC(=O)CNC(=O)C1CCCCC1)Nc1ccc2ccccc2c1
    4, 0.88, 12, 4, 1, 1, 2, 0.96, -1.3

5 compounds picked at random from the list so far, as already listed:
Each structure is followed by: A3A deaminase, hIAP act, hIAP block, mIAP inh, A3G deaminase, beta cell repl, NR3A LBD binder, mIAP activ, MPTP inh
30) COc1ccc(N(C(=O)CNC(=O)c2ccco2)C(C(=O)NCC2CCCO2)c2ccccc2)cc1Cl (stereo unspecified)
    -4, 1.2, -15, 4, -11, -4, -1, 0.96, -2.5
34) O=C(c1ccccc1NS(=O)(=O)c1cccc([N+](=O)[O-])c1)N1CCOCC1
    -1, 1.1, -8, 3, -2, -1, 0, 0.97, -0.8
21) CN(CC(=O)NCCc1ccc(S(N)(=O)=O)cc1)CC(=O)Nc1ccc(Cl)cc1
    7, 0.95, 4, -2, -5, 4, 2, 1, 0.2
13) O=C(Cc1ccccc1)NC(=S)Nc1ccc(OC(F)F)cc1
    -2, 1.1, -6, 0, -1, -3, -12, 1, 0.3
12) CCOC(=O)C1(Cc2ccc(OC)cc2)CCN(C(=O)c2csc(C)n2)CC1
    0, 0.96, 4, -3, -4, -5, -3, 1, -1.2

(further entries)
Each structure is followed by: A3A deaminase, hIAP act, hIAP block, mIAP inh, A3G deaminase, beta cell repl, NR3A LBD binder, mIAP activ, MPTP inh
41) Clc1ccc(-c2nnc3n2CCCCC3)cc1
    4, 0.97, 3, -1, 1, 1, 1, 1, -4.2
42) O=c1c2ccccc2cnn1Cc1n[nH]c(=S)n1-c1ccc(F)c(Cl)c1
    1, 1.1, -6, -8, 34, 0, 1, 1.1, 0.5
43) Cc1cc(-c2ccccc2)n(-c2ccc(C(N)=O)cc2)n1
    1, 1.1, -10, 2, -1, 0, 1, 0.98, -0.2
44) CCOCCCNC(=O)C1CCN(S(=O)(=O)N2CCCC2)CC1
    -3, 1, 0, -3, -8, -3, -2, 1, -1.4
45) CN(/N=C/c1ccc(O)cc1O)c1ncc(C(F)(F)F)cc1Cl
    1, 1.1, -6, -10, 8, -3, 26*, 1.1, 4.4
46) Cc1cnc(C(=O)OCC(=O)Nc2cccc(S(=O)(=O)N3CCCCC3)c2)cn1
    1, 1.1, -7, -12, -12, -1, -1, 1.1, 1.5
47) O=C(O)/C(=C\c1ccccc1)c1ccc2ccccc2c1
    0, 0.62, 38*, -5, -3, 0, -1, 1.1, 0.0
48) COc1ccc(-c2cc(-c3nnc(COC(=O)CC4CC5CCC4C5)o3)c3ccccc3n2)cc1OC (stereo unspecified)
    -6, 1.1, -10, 16, -7, 1, -3, 0.84, 0.1
49) O=C(CN1CCN(CC(=O)c2ccc(F)cc2)CC1)Nc1ccccc1Cl
    -2, 0.82, 18, -8, 2, 0, 1, 1.1, -1.0
50) COc1ccc(-c2cc(C(=O)n3cnc4ccccc43)c3ccccc3n2)cc1
    0, 0.9, 10, -2, 0, -3, -1, 1, -2.5
51) COc1nc(N(C)C)nc(N(C#N)S(=O)(=O)c2ccc(C)cc2)n1
    3, 0.91, 9, -2, -3, 5.8*, -2, 1, -0.2
52) COc1ccc(C(=O)NCCNc2ccc([N+](=O)[O-])cn2)cc1
    -1, 0.97, 3, -3, -2, -3, -2, 1, -1.7
53) O=C(CCc1nnc(Cc2c[nH]c3ccccc23)o1)NC(C1CC1)C1CC1
    0, 1.2, -17, 1, -1, -1, 2, 0.99, -0.4
54) CCOC(=O)N1CCC(Nc2ccc(N3C(=O)C4CCCCC4C3=O)cc2[N+](=O)[O-])CC1 (stereo unspecified)
    8, 0.83, 17, 2, 23, 0, -2, 0.98, 1.9
55) Cn1nnnc1SCCNCc1ccccc1F
    -6, 0.87, 13, -6, -6, -1, -6, 1.1, -0.4
56) Cc1ccc(NC2=NCC(Cc3ccc(Br)cc3)S2)cc1 (stereo unspecified)
    0, 0.99, 1, 9, -5, -6, -6, 0.91, -1.1
57) O=C(NCC(=O)N1CCCCCCC1)c1ccc(Br)o1
    -1, 1.1, -8, 4, -2, -2, 0, 0.96, -0.7
58) CN(CC(=O)Nc1ccccc1C(F)(F)F)C(=O)COc1ccccc1Cc1ccccc1
    -1, 1, -3, -3, -7, -3, 1, 1, -0.7
59) COc1ccc(Cc2nc3ccc(C(=O)NCC(C)(C)OC)cc3o2)cc1
    -4, 1.4, -38, -4, -14, -2, 0, 1, 0.8
60) COc1cc2c(cc1OC)C(c1ccc(N(C)C)cc1)CC(=O)N2 (stereo unspecified)
    -6, 1.3, -34, -22, 1, 0, -3, 1.2, 2.2
61) Cc1cc(-c2ccco2)n(-c2ccccc2)n1
    3, 0.93, 7, 3, 0, -1, -1, 0.97, 0.3
62) Cc1nc(CCNC(=O)Cc2ccccc2)cs1
    1, 1.1, -13, 0, 5, -1, -1, 1, -6.8

Among those listed so far, these have bromine:
Each structure is followed by: A3A deaminase, hIAP act, hIAP block, mIAP inh, A3G deaminase, beta cell repl, NR3A LBD binder, mIAP activ, MPTP inh
56) Cc1ccc(NC2=NCC(Cc3ccc(Br)cc3)S2)cc1 (stereo unspecified)
    0, 0.99, 1, 9, -5, -6, -6, 0.91, -1.1
57) O=C(NCC(=O)N1CCCCCCC1)c1ccc(Br)o1
    -1, 1.1, -8, 4, -2, -2, 0, 0.96, -0.7
